Compound activity deposited in PubChem BioAssay by Vanderbilt University.
GIRK2 activator = Activates human GIRK2-containing potassium channels; 34,000 tested, under 10 active; HEK293 GIRK2/NPY4 cells, thallium flux fluorescence; P48051; activation (% efficacy), % for hits at 37.5 µM; AID 1259324;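 active = primary screen hit, no activity in plain HEK293 cells, and in GIRK2-only cells above 5% efficacy rising with concentration; inactive = the rest, including fluorescent compounds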;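 also: efficacy is normalized control-subtracted fluorescence 15 s after thallium addition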
Target sequence (P48051 whole entry, looked up): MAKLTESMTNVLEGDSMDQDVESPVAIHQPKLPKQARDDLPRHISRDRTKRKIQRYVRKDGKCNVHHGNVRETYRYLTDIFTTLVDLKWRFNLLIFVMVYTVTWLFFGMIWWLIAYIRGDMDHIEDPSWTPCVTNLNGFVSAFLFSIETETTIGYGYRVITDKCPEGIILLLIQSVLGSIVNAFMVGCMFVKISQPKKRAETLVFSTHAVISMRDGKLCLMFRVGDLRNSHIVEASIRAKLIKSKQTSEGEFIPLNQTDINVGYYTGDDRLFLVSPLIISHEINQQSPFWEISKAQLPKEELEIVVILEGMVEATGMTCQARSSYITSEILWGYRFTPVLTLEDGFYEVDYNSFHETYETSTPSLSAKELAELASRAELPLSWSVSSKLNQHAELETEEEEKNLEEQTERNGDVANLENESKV
Calls only. Only part of the results is shown, so the mix of outcomes need not match the whole.

Sample of the layout, 18 compounds:
O=C(Cn1cnc(-c2ccc(Cl)cc2)cc1=O)NCc1ccccn1 was read as GIRK2 activator inactive.
Screening Cc1noc(C)c1S(=O)(=O)N1CCN(c2ccc(Nc3cccnc3)nn2)CC1 returned GIRK2 activator inactive.
NC(=O)C1Cc2ccccc2N1C(=O)c1ccccc1S(=O)(=O)C(F)F (configuration not stated) was read as GIRK2 activator inactive.
Screening Cc1ccsc1C(O)CNC(=O)CCSc1ccccc1 (configuration not stated) returned GIRK2 activator inactive.
`CCOC(=O)c1cccc(NC(=O)CSc2nc3c(-c4ccccc4)c[nH]c3c(=O)n2C)c1` gave GIRK2 activator inactive.
O=C(Cc1ccccc1Br)NC1(c2nc(-c3ccsc3)no2)CCCCC1 was read as GIRK2 activator inactive.
For COc1ccc(N2C(=O)CN(CCC3=CCCCC3)C3CS(=O)(=O)CC32)cc1Cl (configuration not stated) the results were GIRK2 activator inactive.
NS(=O)(=O)c1ccc(CCN2CC(=O)N(c3ccccc3)C3CS(=O)(=O)CC32)cc1 (configuration not stated) was read as GIRK2 activator inactive.
`Cc1ccc2nc(NC(=O)CSc3nnc(-c4ccc(=O)n(C)c4)n3C)sc2c1` gave GIRK2 activator inactive.
Screening CC(O)CCC(=O)NCCc1nc2ccccc2n1Cc1ccccc1F (configuration not stated) returned GIRK2 activator inactive.
Screening O=C(Nc1ccc2c(c1)CN(C(=O)c1cccs1)CC2)Nc1cccs1 returned GIRK2 activator inactive.
Screening COc1ccc(N(Cc2cc(F)cc(F)c2)S(=O)(=O)c2ccc3nncn3c2)cc1 returned GIRK2 activator inactive.
CCOc1ccc(S(=O)(=O)NCC2CCN(Cc3cc(C)oc3C)CC2)cc1C was read as GIRK2 activator inactive.
Screening CC(C)N1CCC(CNS(=O)(=O)Cc2ccccc2)CC1 returned GIRK2 activator inactive.
CCc1ccccc1NC(=O)Cn1cnc(-c2ccc(F)cc2)cc1=O was read as GIRK2 activator inactive.
COc1cc(N2CCN(C(=O)c3cc(OC)c(OC)c(OC)c3)CC2)nc(OC)n1 was read as GIRK2 activator inactive.
For CC1CS(=O)(=O)N(c2cccc(C(=O)N3CCOCC3)c2)C1=O (configuration not stated) the results were GIRK2 activator inactive.
For CNC(=O)c1cccc(-c2noc(C3CN(C(=O)NC4CCCCC4)C3)n2)c1 the results were GIRK2 activator inactive.

The whole of this part, from the first entry:
O=C(Cn1cnc(-c2ccc(Cl)cc2)cc1=O)NCc1ccccn1 was read as GIRK2 activator inactive.
Screening Cc1noc(C)c1S(=O)(=O)N1CCN(c2ccc(Nc3cccnc3)nn2)CC1 returned GIRK2 activator inactive.
NC(=O)C1Cc2ccccc2N1C(=O)c1ccccc1S(=O)(=O)C(F)F (configuration not stated) was read as GIRK2 activator inactive.
Screening Cc1ccsc1C(O)CNC(=O)CCSc1ccccc1 (configuration not stated) returned GIRK2 activator inactive.
`CCOC(=O)c1cccc(NC(=O)CSc2nc3c(-c4ccccc4)c[nH]c3c(=O)n2C)c1` gave GIRK2 activator inactive.
O=C(Cc1ccccc1Br)NC1(c2nc(-c3ccsc3)no2)CCCCC1 was read as GIRK2 activator inactive.
For COc1ccc(N2C(=O)CN(CCC3=CCCCC3)C3CS(=O)(=O)CC32)cc1Cl (configuration not stated) the results were GIRK2 activator inactive.
NS(=O)(=O)c1ccc(CCN2CC(=O)N(c3ccccc3)C3CS(=O)(=O)CC32)cc1 (configuration not stated) was read as GIRK2 activator inactive.
`Cc1ccc2nc(NC(=O)CSc3nnc(-c4ccc(=O)n(C)c4)n3C)sc2c1` gave GIRK2 activator inactive.
Screening CC(O)CCC(=O)NCCc1nc2ccccc2n1Cc1ccccc1F (configuration not stated) returned GIRK2 activator inactive.
Screening O=C(Nc1ccc2c(c1)CN(C(=O)c1cccs1)CC2)Nc1cccs1 returned GIRK2 activator inactive.
Screening COc1ccc(N(Cc2cc(F)cc(F)c2)S(=O)(=O)c2ccc3nncn3c2)cc1 returned GIRK2 activator inactive.
CCOc1ccc(S(=O)(=O)NCC2CCN(Cc3cc(C)oc3C)CC2)cc1C was read as GIRK2 activator inactive.
Screening CC(C)N1CCC(CNS(=O)(=O)Cc2ccccc2)CC1 returned GIRK2 activator inactive.
CCc1ccccc1NC(=O)Cn1cnc(-c2ccc(F)cc2)cc1=O was read as GIRK2 activator inactive.
COc1cc(N2CCN(C(=O)c3cc(OC)c(OC)c(OC)c3)CC2)nc(OC)n1 was read as GIRK2 activator inactive.
For CC1CS(=O)(=O)N(c2cccc(C(=O)N3CCOCC3)c2)C1=O (configuration not stated) the results were GIRK2 activator inactive.
For CNC(=O)c1cccc(-c2noc(C3CN(C(=O)NC4CCCCC4)C3)n2)c1 the results were GIRK2 activator inactive.
COc1cc(S(=O)(=O)N2CCN(c3cccc(C(F)(F)F)c3)CC2)c(OC)cc1C was read as GIRK2 activator inactive.
CCn1ccnc1N1CCN(C(=O)c2ccccc2Cl)CC1 was read as GIRK2 activator inactive.
`C=CCN(CC=C)S(=O)(=O)c1ccc(C(=O)Nc2ccc3ncsc3c2)cc1` gave GIRK2 activator inactive.
Screening CN(CC#CCNC(=O)CSC1CCCC1)Cc1ccccc1 returned GIRK2 activator inactive.
Screening Cc1ccc(NC(=O)Cn2cnc3c(nnn3C)c2=O)c(C)c1 returned GIRK2 activator inactive.
For COc1ccc(CC(=O)Nc2nnc(-c3cc(C)nn3C)o2)cc1 the results were GIRK2 activator inactive.
For O=C(Nc1nnc(-c2ccc(Br)s2)o1)c1nc2ccccc2s1 the results were GIRK2 activator inactive.
COc1ccc(OC)c(-c2ccc(=O)n(CC(=O)N3CCc4ccccc43)n2)c1 was read as GIRK2 activator inactive.
Cc1cc(C)n(-c2cc(NCCNS(=O)(=O)c3cccs3)ncn2)n1 was read as GIRK2 activator inactive.
`O=C(Cn1cnc(-c2ccccc2)cc1=O)N1CCN(Cc2ccccc2)CC1` gave GIRK2 activator inactive.
For O=C(CSc1cc(N2CCCC2)ncn1)N1CCc2ccccc21 the results were GIRK2 activator inactive.
`C=CCN(CC=C)C(=O)Cn1c(C2CC(=O)N(c3ccccc3C)C2)nc2ccccc21` (configuration not stated) gave GIRK2 activator inactive.
Screening COc1ccc(-c2noc(-c3c(SC)nn(CC(=O)Nc4ccc(F)cc4Cl)c3N)n2)cc1 returned GIRK2 activator inactive.
O=C(NCCN1CCOCC1)C(=O)NCCN1CCN(c2ccc(F)cc2)CC1 was read as GIRK2 activator inactive.
`CC(NC(=O)CCCn1nc(-c2ccc(F)cc2)ccc1=O)c1ccccc1` (configuration not stated) gave GIRK2 activator inactive.
For CCOc1ccc(-n2nnnc2CN2CCN(C(=O)c3ccc(C)cc3)CC2)cc1 the results were GIRK2 activator inactive.
For O=C(NC1CCCCC1)N1CCn2cccc2C1c1cccs1 (configuration not stated) the results were GIRK2 activator inactive.
CCOC(=O)Cn1c(=NC(=O)c2ccn(C)n2)sc2cc(CC)ccc21 was read as GIRK2 activator inactive.
`O=C(Cn1cnc(-c2ccccc2)cc1=O)Nc1nccs1` gave GIRK2 activator inactive.
Screening O=C(c1ccc2ccccc2c1)N1CCOC(c2ccccc2)C1 (configuration not stated) returned GIRK2 activator inactive.
CC(C)C(=O)N1CCc2ccc(NS(=O)(=O)c3cccnc3)cc2C1 was read as GIRK2 activator inactive.
O=C(Nc1cccc(C(F)(F)F)c1)N1CCC2(CC1)NC(=O)N(Cc1ccccc1)C2=O was read as GIRK2 activator inactive.
For COc1ccc(C)cc1S(=O)(=O)N1CCN(c2cc(-n3ccnc3C)ncn2)CC1 the results were GIRK2 activator inactive.
Cn1c(=O)c2cc(C(=O)NCC3CCCO3)sc2n(C)c1=O (configuration not stated) was read as GIRK2 activator inactive.
Screening O=C(CCc1ccccc1)NCC(O)c1ccsc1 (configuration not stated) returned GIRK2 activator inactive.
COc1ccc(-c2cc(CC(=O)NCCN3CCOCC3)no2)cc1OC was read as GIRK2 activator inactive.
Cc1cccc(CC(=O)Nc2nnc(-c3ccnn3C)o2)c1 was read as GIRK2 activator inactive.
`Cc1onc(-c2ccccc2Cl)c1C(=O)Nc1ccc(CC(N)=O)cc1` gave GIRK2 activator inactive.
Screening COCC(=O)N1CCCc2ccc(NC(=O)c3ccc4nsnc4c3)cc21 returned GIRK2 activator inactive.
Screening Cc1cc(C)cc(OCC(O)CN2C(C)CCCC2C)c1 (configuration not stated) returned GIRK2 activator inactive.
COc1ccc(Cl)cc1NC(=O)N1CCC(Cn2ccnc2C)CC1 was read as GIRK2 activator inactive.
For O=C(CSc1ccc(NC(=O)c2ccco2)nn1)NCCc1ccccc1 the results were GIRK2 activator inactive.
For O=C(c1cc2cccnc2n(Cc2ccccc2)c1=O)N1CCN(c2cccc(Cl)c2)CC1 the results were GIRK2 activator inactive.
For CN1CCN(n2c3c(c(SCC(N)=O)nc2=O)CCC3)CC1 the results were GIRK2 activator inactive.
Cc1csc(NC(=O)CCn2cnc3c(cnn3-c3ccc(F)cc3)c2=O)n1 was read as GIRK2 activator inactive.
Screening COc1ccc(NC(=O)Nc2ccc3c(c2)CCC(=O)N3)cc1 returned GIRK2 activator inactive.
O=C(NCCc1ccccc1)NCC(O)c1ccsc1 (configuration not stated) was read as GIRK2 activator inactive.
Screening O=C(NCC1CCN(Cc2ccccc2)CC1)C(=O)Nc1ccc(F)c(Cl)c1 returned GIRK2 activator inactive.
Screening O=C(/C=C/c1cccs1)Nc1nncs1 returned GIRK2 activator inactive.
For O=C(Cc1cc(-c2ccc(Cl)cc2)on1)Nc1ccc(F)cc1F the results were GIRK2 activator inactive.
COC(=O)c1sc(-c2ccccc2)cc1NC(=O)C1CCN(S(C)(=O)=O)CC1 was read as GIRK2 activator inactive.
Cn1nnc2c(=O)n(CC(=O)NC(C)(C)C)cnc21 was read as GIRK2 activator inactive.
Screening O=C(NCCOc1ccc(F)cc1)NC1CCCCC1 returned GIRK2 activator inactive.
CC(=O)Nc1ccc(Nc2cc(C)nc3c(-c4ccccc4Cl)cnn23)cc1 was read as GIRK2 activator inactive.
`COc1ccc(S(=O)(=O)N(Cc2ccsc2)Cc2ccccn2)cc1Cl` gave GIRK2 activator inactive.
For COc1ccc(C(C)NC(=O)c2ccc3c(=O)n4c(nc3c2)SCCC4)cc1OC (configuration not stated) the results were GIRK2 activator inactive.
Screening Cc1nc(C)c(C(=O)N2CCC(c3nnc(-c4ccc(F)cc4)o3)CC2)s1 returned GIRK2 activator inactive.
`O=C(Oc1ccccc1)N1CCC(CNS(=O)(=O)c2ccc(F)c(Cl)c2)CC1` gave GIRK2 activator inactive.
Screening O=C(NCC(O)Cc1ccccc1)C(=O)NCC(F)(F)F (configuration not stated) returned GIRK2 activator inactive.
`CCOC(=O)N1CCN(CC(O)COc2ccc(OC)cc2C(C)(C)C)CC1` (configuration not stated) gave GIRK2 activator inactive.
COc1ccc(-c2noc(CSc3nc4ccsc4c(=O)n3Cc3ccccc3)n2)cc1 was read as GIRK2 activator inactive.
For Cc1ccc(C(=O)NCCN2CCn3cc(OCc4ccccc4)c(=O)cc3C2=O)cc1C the results were GIRK2 activator inactive.
For Cn1nnc2c(=O)n(CC(=O)Nc3ccccc3)cnc21 the results were GIRK2 activator inactive.
Screening O=C(NCc1ccc(F)cc1)NCc1cnn2ccccc12 returned GIRK2 activator inactive.
For O=C(CSc1ccc(NC(=O)c2ccco2)nn1)Nc1cccc(C(F)(F)F)c1 the results were GIRK2 activator inactive.
CC(C)c1cc(=O)n(CC(=O)Nc2nc3c(s2)CCCC3)cn1 was read as GIRK2 activator inactive.
COc1ccc(NC(=O)CCN2C(=O)c3ccccc3S2(=O)=O)cc1 was read as GIRK2 activator inactive.
COc1ccc(C)cc1S(=O)(=O)NCC1CCN(C(=O)c2cccnc2SC)CC1 was read as GIRK2 activator inactive.
For Cc1cc(C)n(CCNC(=O)Cn2c(-c3cnccn3)nc3ccccc32)n1 the results were GIRK2 activator inactive.
For COc1cn(CC(=O)Nc2cccc(NC(C)=O)c2)c(CSc2ccc(Cl)cc2)cc1=O the results were GIRK2 activator inactive.
`CN(C)CCNC(=O)C(=O)Nc1ccc(F)c([N+](=O)[O-])c1` gave GIRK2 activator inactive.
`CC1CN(C(=O)c2ccco2)c2ccccc2NC1=O` (configuration not stated) gave GIRK2 activator inactive.
`COc1ccccc1NC(=O)N1CCC(CNC(=O)C(=O)Nc2ccccc2SC)CC1` gave GIRK2 activator inactive.
Screening COc1ccc(Cl)cc1NC(=O)C(=O)NCC(O)c1ccsc1 (configuration not stated) returned GIRK2 activator inactive.
COc1ccc(-c2noc(-c3c(SC)nn(CC(=O)Nc4cccc(SC)c4)c3N)n2)cc1 was read as GIRK2 activator inactive.
For COc1ccc(-c2cc(C(=O)NCc3ccccc3)c3c(C)nn(C4CCS(=O)(=O)C4)c3n2)cc1 (configuration not stated) the results were GIRK2 activator inactive.
O=C(Cn1nc(S(=O)(=O)c2ccccc2)ccc1=O)Nc1ccc2c(c1)OCO2 was read as GIRK2 activator inactive.
CSc1ccccc1C(=O)N1CCC(C(=O)Nc2cc(C)on2)CC1 was read as GIRK2 activator inactive.
Screening O=C(Nc1nc(CCC(=O)N2CCN(c3cccc(C(F)(F)F)c3)CC2)cs1)c1ccccc1 returned GIRK2 activator inactive.
O=S(=O)(c1ccccc1)N1CCN(CC(O)COc2ccc3c(c2)CCC3)CC1 (configuration not stated) was read as GIRK2 activator inactive.
Screening Cc1cc(=O)[nH]c2cc(NC(=O)c3cnn(-c4ccccc4)n3)ccc12 returned GIRK2 activator inactive.
COc1ccc(OC)c(S(=O)(=O)NCC(C)(O)CCSC)c1 (configuration not stated) was read as GIRK2 activator inactive.
`O=C(NCCc1ccccc1)C1(c2ccc(F)cc2)CC1` gave GIRK2 activator inactive.
CS(=O)(=O)N1CCN(C(=O)C2CN(C(=O)c3cccs3)C2)CC1 was read as GIRK2 activator inactive.
For CCCc1ccc(S(=O)(=O)Nc2ccc3nncn3n2)cc1 the results were GIRK2 activator inactive.
`CSc1cccc(N2C(=O)N(Cc3ccc(Br)cc3F)C3CS(=O)(=O)CC32)c1` (configuration not stated) gave GIRK2 activator inactive.
For Cn1nc(CNC(=O)Nc2cccc(C(F)(F)F)c2)c2ccccc2c1=O the results were GIRK2 activator inactive.
Screening CCOc1ccccc1NC(=O)c1nnn(Cc2nc(-c3cccc(OC)c3OC)oc2C)c1C returned GIRK2 activator inactive.
For Cn1nnc2c(N3CCN(S(C)(=O)=O)CC3)ncnc21 the results were GIRK2 activator inactive.
